SR-BI HDL uptake = inhibitors of mouse SR-BI mediated HDL lipid uptake; ldlA[mSR-BI] CHO cells, DiI-HDL uptake fluorescence, 3 h; hit rate 0.96% among 320,000; inhibition, % at 12.5 µM; Q61009;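 active = mean replicate inhibition of at least 70% and a set share of replicates each scoring 70 or more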;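 also: 0% = median of neutral control wells and 100% = median of positive control wells; values of inactives mirror those of a sister screen read the other way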
Target sequence (Q61009 whole entry, looked up): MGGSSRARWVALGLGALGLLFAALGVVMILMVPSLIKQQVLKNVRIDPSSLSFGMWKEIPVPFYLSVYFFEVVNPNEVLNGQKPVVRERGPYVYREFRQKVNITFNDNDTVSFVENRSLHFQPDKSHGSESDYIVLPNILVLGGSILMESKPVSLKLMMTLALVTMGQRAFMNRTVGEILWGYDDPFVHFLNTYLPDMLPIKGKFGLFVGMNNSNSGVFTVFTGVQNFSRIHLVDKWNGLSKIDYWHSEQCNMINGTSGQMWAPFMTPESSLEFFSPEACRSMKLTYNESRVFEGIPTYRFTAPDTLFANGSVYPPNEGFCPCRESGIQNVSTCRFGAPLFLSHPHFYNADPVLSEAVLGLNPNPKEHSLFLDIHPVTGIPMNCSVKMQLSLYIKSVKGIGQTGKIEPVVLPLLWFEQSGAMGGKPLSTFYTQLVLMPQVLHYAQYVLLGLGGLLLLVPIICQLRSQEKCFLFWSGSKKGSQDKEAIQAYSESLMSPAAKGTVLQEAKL
MITF act = activators of MITF-driven TRPM1 promoter activity in SK-MEL-5 cells | activation, % at 12.5 µM | AID 588334 | SK-MEL-5 TRPM1-promoter luciferase, 24 h; % of positive control, neutral wells = 0 | hit rate 0.75% among 300,000;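 active = mean activation of at least 80% with every replicate also reaching 80%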;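 also: 0% = neutral control wells and 100% = parthenolide positive control wells; values of inactives mirror those of a sister screen read the other way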
CAL PDZ FP-1 = blocks peptide binding to human CAL PDZ domain; inhibition, % at 20 µM; AID 504414; hit rate 0.02% among 330,000; Q9HD26; purified CAL PDZ, TMR-peptide fluorescence polarization, 1 h;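 active = highest replicate inhibition of at least 40%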;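 also: plate controls were DMSO neutral control wells for no effect and unlabeled competitor peptide control wells for full effect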
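material = purified tagged CAL PDZ domain construct (CerCALP) | buffer or medium = sodium phosphate/NaCl buffer pH 7.4 with TCEP, IgG, Thesit | reagent = TMR-labelled reporter peptide T*-PRC34 bound in PDZ groove | incubation = 1 h room-temperature incubation prior to read | measured by = fluorescence polarization (mP) | evaluation = percent inhibition from loss of millipolarization | control set = unlabelled peptide and DMSO controls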
dFosB act = enhances mouse delta FosB homodimer DNA binding. activation, % at 25 µM. P13346. purified delta FosB, TAMRA-CDK5 oligo fluorescence polarization; percent of positive-control signal above neutral wells. AID 493131. hit rate 0.99% among 340,000;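 active = mean activation above about 17%, with every replicate also reaching it, limit read from the data, passing the limit was not always enough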;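 also: fluorescence polarization rise as delta FosB binds a TAMRA Cdk5 AP-1 oligo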
NSD2 HMT inh = NSD2 (human) methyltransferase inhibition. O96028. NSD2 peptide methylation, AlphaScreen, 120 min. inhibition, % at 12.5 µM. hit rate 0.54% among 310,000; in the data active = inhibition above about 50%
Rtt109 HAT inh = C. albicans Rtt109 histone acetyltransferase inhibition | Q5AAJ8 | purified Rtt109/Vps75, ThioGlo CoA-SH fluorescence, 4 h | inhibition, % at 34.9 µM | hit rate 0.16% among 330,000 | AID 540336;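 active = inhibition of at least 50% in every replicate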
Target sequence (Q5AAJ8 whole entry, looked up): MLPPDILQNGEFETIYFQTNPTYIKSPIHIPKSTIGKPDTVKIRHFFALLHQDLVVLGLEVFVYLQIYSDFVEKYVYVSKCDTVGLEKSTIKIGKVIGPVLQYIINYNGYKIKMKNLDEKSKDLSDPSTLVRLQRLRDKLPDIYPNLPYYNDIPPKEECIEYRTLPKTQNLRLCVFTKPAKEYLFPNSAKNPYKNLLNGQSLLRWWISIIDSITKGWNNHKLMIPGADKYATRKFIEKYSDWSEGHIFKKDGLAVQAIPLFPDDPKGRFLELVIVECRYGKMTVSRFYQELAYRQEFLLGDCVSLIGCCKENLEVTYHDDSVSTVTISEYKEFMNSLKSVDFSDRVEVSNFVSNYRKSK
PfHsp90 set2 = reduces growth (ATP signal) of yeast expressing P. falciparum Hsp90; S. cerevisiae expressing PfHsp90, BacTiter-Glo ATP, 48 h; yeast lacking PDR1 and PDR3 efflux regulators; inhibition, % at 9.4 µM; hit rate 0.32% among 310,000; AID 504621;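 active = every replicate shows inhibition above about 80%, whatever the replicate mean, limit read from the data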;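 also: 0% = DMSO neutral controls and 100% = 20 µM radicicol positive controls; yeast relying on Plasmodium falciparum Hsp90 in place of its own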
PvdQ inh = P. aeruginosa PvdQ acylase inhibition. purified PvdQ acylase, fluorescence plate reader. AID 488965. inhibition, % at 10 µM. hit rate 0.063% among 340,000; in the data active = inhibition above about 30%, passing the limit was not always enough;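 also: 0% = vehicle neutral wells and 100% = reference inhibitor wells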
SR-BI DiI-HDL act = enhances SR-BI lipid uptake from DiI-HDL; CHO ldlA[mSR-BI] cells, DiI-HDL uptake fluorescence, 3 h; 100 = double the neutral-control signal; activation, % at 12.5 µM; hit rate 0.096% among 320,000; AID 504775;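 active = mean replicate activation of at least 60% and every replicate at or above 60%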;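 also: 0% = median plate neutral-control signal and 100% = twice that signal; values of inactives mirror those of a sister screen read the other way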
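Material: SR-BI-overexpressing, LDLR-lacking CHO cells; schedule: compound exposure 3 h, 37 °C; reagent: DiI-labelled HDL at 10 µg/mL final; technique: bottom-read fluorescence, 550/595 nm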
CAL PDZ FP-2 = inhibitors of human CAL PDZ peptide binding. Q9HD26. purified CAL PDZ, TMR-peptide fluorescence polarization, 1 h. inhibition, % at 24.9 µM. hit rate 0.92% among 300,000. AID 602252;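 active = mean inhibition of at least 30% with at least half of replicates also reaching 30%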;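 also: 0% = DMSO neutral control and 100% = excess unlabeled competitor peptide PRC23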
Starred values were filed as active, the others as inactive; nt = no result given; & = joins results of further samples.

SMILES	SR-BI HDL uptake	MITF act	CAL PDZ FP-1	dFosB act	NSD2 HMT inh	Rtt109 HAT inh	PfHsp90 set2	PvdQ inh	SR-BI DiI-HDL act	CAL PDZ FP-2
COc1ccc(C(=O)Nc2ccc(S(=O)(=O)Nc3onc(C)c3C)cc2)cc1	-10.5	-4.6	-1.4	1.9	-0.8	-1.7	-8.8	-8.1	10.5	nt
Cc1cc(N=NC(=O)c2ccccc2)ccc1O	-3.9	-4.1	-2.1	-5.3	5.9	42.5	-23.4	-1.3	3.9	-5.0
CCCC(=O)Nc1c2c(nn1-c1cccc(C)c1C)CS(=O)(=O)C2	0.7	-4.4	-1.2	1.4	-5.8	1.8	-3.2	-15.4	-0.7	-2.3
Cc1[nH]n2c(=O)cc(C(C)C)nc2c1-c1ccccc1	9.2	-10.4	-1.8	-0.2	-1.7	6.8	8.0	-0.6	-9.2	-2.0
O=C(NC12CC3CC(CC(C3)C1)C2)c1ccc(-c2ccccc2Cl)o1	11.2	21.1	-2.9	-7.6	-2.8	5.8	33.0	-5.5	-11.2	-3.8
Cc1noc(NS(=O)(=O)c2ccc(NC(=O)c3cnc4n(c3=O)CCS4)cc2)c1C	-36.0	-8.3	-1.0	-1.2	5.8	17.7	1.8	-2.4	36.0	-6.6
CCOC(=O)Cc1csc(NC(=O)CCc2ccc(S(=O)(=O)N3CCOCC3)cc2)n1	11.7	-4.7	-2.1	-5.3	-0.2	nt	-13.9	-13.1	-11.7	-2.7
NC(=O)CC(NC(=O)Cc1cccc2ccccc12)c1ccc(N2CCN(c3ccccn3)CC2)c([N+](=O)[O-])c1 (configuration not stated)	13.8	8.5	-0.7	4.1	nt	-3.5	7.9	-4.5	-13.8	0.3
COc1cc(/C=C/CN2CCC(CO)(CC3CCCCO3)CC2)ccc1O (configuration not stated)	-10.0	-6.0	-2.0	-19.0	3.5	-2.1	-7.3	-4.0	10.0	-2.7
CCOC(=O)C1CCCN(S(=O)(=O)c2cccc3nsnc23)C1 (configuration not stated)	-22.7	-5.9	-2.2	1.1	3.9	-14.7	8.3	-11.5	nt	1.1
COc1ccc(OC)c(C2N(c3ccc(Cl)cc3)C(=O)C3CCCN32)c1 (configuration not stated)	-3.0	-5.0	-1.6	5.6	0.6	6.5	67.8	-5.5	3.0	7.1
COC(=O)c1ccccc1NC(=O)CSc1nnc(-c2ccc(OC)cc2)n1C	10.7	-6.7	-1.5	-6.7	-1.4	-5.3	11.7	1.3	-10.7	0.2
COc1ccccc1NS(=O)(=O)c1ccc(C(=O)NCCCn2ccnc2)cc1	-11.3	1.8	0.2	-8.8	0.4	-10.3	-4.5	-16.1	11.3	-2.1
Cc1sc2nc(CSCC(=O)Nc3cc(F)ccc3F)[nH]c(=O)c2c1C	-2.6	-4.5	0.0	-14.9	-3.3	-0.8	17.8	9.5	2.6	-2.7
CC(C)(C)NC(=O)[C@@H]1C[C@@H]2CCCC[C@@H]2CN1C[C@@H](O)[C@H](Cc1ccccc1)NC(=O)[C@H](CC(N)=O)NC(=O)c1ccc2ccccc2n1	22.8&26.6	-7.9&-6.1	-0.7&-0.2	-3.8&-9.9	nt	25.6&26.9	-0.8&-0.2	5.1&-3.9	-22.8&-26.6	-2.1&-0.7
Clc1ccc(-c2cnc(Oc3ccccc3)nc2)cc1	1.4	55.2	-6.0	2.4	1.9	-12.1	15.4	-15.7	-1.4	nt
COc1cccc(-n2c(SCC(=O)Nc3cc(C)on3)nc3ccccc3c2=O)c1	10.4	-13.3	-0.8	-13.5	0.3	4.7	9.7	-8.3	-10.4	nt
CN(C)c1ccc(/C=N/NC(=O)CN(c2cccc(Cl)c2)S(C)(=O)=O)cc1Br	26.7	0.8	0.0	-1.7	4.9	1.2	-2.0	-4.1	-26.7	nt
OCCN(CCO)Cc1csc2ccccc12	-9.8	2.9	-2.6	1.2	-5.2	37.5	11.0	1.1	9.8	1.1
C=CCNC(=S)N/N=C(\C)c1cccc(NC(C)=O)c1	-7.5	-1.2	-1.4	-4.5	2.5	2.1	4.2	-7.7	7.5	nt
CCOc1cc(C2C3=C(CCCC3=O)N(CC(=O)O)C3=C2C(=O)CCC3)ccc1OC	-4.3	nt	0.2	2.0	17.5	-7.1	-11.0	-13.6	4.3	-3.2
CCc1ccc(C(=O)/C=C/NCc2ccc(F)cc2)cc1	-31.5	65.2	0.5	-1.9	-1.5	-1.3	-4.5	-12.7	31.5	-4.1
CS(=O)(=O)N(CCc1ccccc1)CC(N)=O	4.8	-0.3	-0.3	-1.4	-0.4	5.3	-34.3	-13.5	-4.8	0.3
CC(C)(C)S(=O)(=O)c1cnc2c(-c3ccc(Cl)cc3)cnn2c1N	20.2	8.0	-0.7	3.4	-1.3	-9.0	2.5	-9.9	-20.2	0.0
O=C(COC(=O)c1cccs1)NC1CCCC1	nt	7.7	0.5	-1.5	0.4	-0.7	-7.5	-3.4	nt	6.7
COC(=O)C1CCN(C(=O)c2sc3nc(-c4ccc(F)cc4)cn3c2C)CC1	7.3	nt	-0.6	-0.8	-0.6	0.2	4.5	-9.8	-7.3	-2.7
CC1(c2ccc(OC(F)F)cc2)NC(=O)N(CC(=O)Nc2cccc(F)c2)C1=O (configuration not stated)	16.9	5.4	-0.9	-13.5	4.2	11.3	-37.2	2.6	-16.9	-3.6
CC(=O)Nc1ccc(S(=O)(=O)Nc2nc3ccccc3nc2Nc2ccc(C(=O)O)c(O)c2)cc1	-12.2	1.4	1.3	-6.5	47.7	-5.2	-12.7	5.6	12.2	-1.4
COc1ccc(C2C(C(C)=O)=C(C)Nc3ncnn32)cc1OC (configuration not stated)	-7.4	nt	0.4	-8.9	-2.4	-1.9	nt	-7.6	7.4	-2.6
CCCNC(=O)c1cc2c(C(F)(F)F)nn(C)c2s1	9.4	4.0	-0.1	5.2	nt	-3.1	20.4	-7.3	-9.4	nt
CCOC(=O)C1C(=O)NC(N2CCN(CC)CC2)=NC1c1ccccc1 (configuration not stated)	8.7	nt	-1.1	2.2	-1.4	-1.1	nt	-1.7	-8.7	-3.8
COc1cccc(OC)c1C(=O)OCC(=O)NCC(C)C	-11.0	-3.1	0.1	-2.6	-0.9	-4.1	7.2	2.1	11.0	nt
Cc1ccc(NC2=C(NCCO)C(=O)c3ccccc3C2=O)cc1	2.9	-8.0	1.3	-1.8	65.2*	16.6	-12.3	2.2	-2.9	-1.6
CCOC(=O)CC1C(=O)NCCN1S(=O)(=O)c1ccc(Cl)cc1Cl (configuration not stated)	-13.3	nt	-0.4	-1.4	1.0	-6.2	nt	-10.6	13.3	-0.9
N#Cc1cc2c(nc1SCc1cccnc1)CCC2	-6.1	10.2	-0.4	-5.9	-0.7	-2.1	-7.6	-3.3	6.1	0.0
CCc1c(O)nc(SCc2ccc(F)cc2)[nH]c1=O	-1.4	-2.9	nt	-5.8	-1.6	5.2	-27.9	-12.3	1.4	-0.9
N/C(=N\OC(=O)c1cccs1)C1(c2ccc(Cl)cc2Cl)CC1	-13.9	nt	-11.2	-21.0	-4.1	-9.1	-22.8	-8.3	13.9	-6.0
O=C1CC(c2ccccc2F)c2c(c3ccccc3[nH]c2=O)O1 (configuration not stated)	nt	-4.5	-2.6	6.2	32.1	-3.5	-21.1	-7.1	nt	-0.8
O=C(Nc1ccc(F)cc1F)Nc1sccc1-c1nc2ccccc2s1	58.2	nt	-0.5	-15.6	-5.2	10.6	0.2	7.9	-58.2	9.8
CO/N=C\c1cc(C(=O)c2ccc(Cl)cc2Cl)cn1C	-19.7	4.2	-1.4	-5.4	1.6	-1.5	22.4	-13.6	19.7	2.7
NC(=S)Nc1cccc(Cl)c1	10.1	-2.0	0.2	-3.4	-1.2	3.9	-6.3	-2.0	-10.1	1.7
COc1ccc(N(CC(=O)N/N=C/c2ccccc2OC)S(=O)(=O)c2ccccc2)cc1	41.4	-5.6	-1.5	-2.9	2.4	1.6	-1.3	-8.8	-41.4	6.6
Cc1nnc(SCC(=O)NNC(=O)c2ccco2)n1-c1ccccc1	-1.8	16.9	-0.7	6.2	15.3	0.4	-16.1	-18.2	1.8	-5.9
Cc1cccc(OCC(=O)N/N=C\C=C\c2ccc3c(c2)OCO3)c1C	-3.0	-3.1	0.5	38.1*	-0.5	-5.1	0.1	5.5	3.0	nt
O=c1cc(CCl)nc(Cc2c(Cl)cccc2Cl)[nH]1	-16.0	-15.8	-0.3	-4.0	1.1	6.3	-1.2	-15.4	16.0	-1.7
CCN(CC)C(=O)CSc1nnc([C@H](CCSC)NC(=O)OC(C)(C)C)o1	2.7	1.9	-0.2	-4.8	-0.5	0.0	-2.6	-5.6	-2.7	-2.0
O=C(NCCCN1CCCC1)c1ccc2c(Cl)c3c(nc2c1)CCCC3	28.5	-18.2	-5.7	-23.0	11.7	7.6	-5.0	-2.7	-28.5	-2.5
COc1ccccc1CNC(=O)COC(=O)C1=COCCO1	-4.2	4.3	-1.0	-7.9	3.5	2.5	-22.9	-5.7	4.2	-1.5
O=C(COc1ccc([N+](=O)[O-])cc1)NC(C(=O)O)C(O)c1cccc([N+](=O)[O-])c1 (configuration not stated)	-26.3	6.5	-2.2	-11.9	-3.3	-14.1	10.1	-12.8	26.3	nt
CC(C)C(=O)Nc1ccc(NC(=O)c2ccco2)cn1	-12.9	52.1	0.6	-3.7	-1.4	7.7	4.7	-13.0	12.9	-3.0
O=C(Nc1ccccc1)Nc1ncc([N+](=O)[O-])s1	16.1	7.5	-0.7	0.7	13.8	-3.7	27.0	0.4	-16.1	4.4
Cc1c(C)n2c(SCC(=O)N3CCCC3)nnc2[nH]c1=O	19.1	-7.5	-2.2	-4.0	-0.3	-7.7	-16.7	-14.4	-19.1	-17.6
CSCCC(=O)Nc1ccc(C(C)=O)cc1	6.3	39.2	0.7	-4.0	-0.9	3.7	3.0	-4.8	-6.3	-4.6
CC1=CC(C)C2COC(c3ccc[n+](C)c3)C1C2C (configuration not stated)	-3.6	-3.6	0.6	-2.7	0.5	5.9	28.2	-9.3	3.6	-1.2

Three entries already listed, sorted by the value under MITF act, ascending.
Structure,SR-BI HDL uptake,MITF act,CAL PDZ FP-1,dFosB act,NSD2 HMT inh,Rtt109 HAT inh,PfHsp90 set2,PvdQ inh,SR-BI DiI-HDL act,CAL PDZ FP-2
COc1ccc(N(CC(=O)N/N=C/c2ccccc2OC)S(=O)(=O)c2ccccc2)cc1,41.4,-5.6,-1.5,-2.9,2.4,1.6,-1.3,-8.8,-41.4,6.6
Cc1cccc(OCC(=O)N/N=C\C=C\c2ccc3c(c2)OCO3)c1C,-3.0,-3.1,0.5,38.1*,-0.5,-5.1,0.1,5.5,3.0,nt
CCCNC(=O)c1cc2c(C(F)(F)F)nn(C)c2s1,9.4,4.0,-0.1,5.2,nt,-3.1,20.4,-7.3,-9.4,nt
